High-throughput results (PubChem)
D3 ag: agonists of human D3 dopamine receptor | P35462 | AID 652048 | D3R DiscoveRx beta-arrestin cells, luminescence, 90 min | max activation, % | 0.58% of 410,000 active; in the data active = max activation above about 30%; note: 0% is about no effect; mostly tested at two doses, the higher about 12 µM
Target sequence (P35462 whole entry, looked up): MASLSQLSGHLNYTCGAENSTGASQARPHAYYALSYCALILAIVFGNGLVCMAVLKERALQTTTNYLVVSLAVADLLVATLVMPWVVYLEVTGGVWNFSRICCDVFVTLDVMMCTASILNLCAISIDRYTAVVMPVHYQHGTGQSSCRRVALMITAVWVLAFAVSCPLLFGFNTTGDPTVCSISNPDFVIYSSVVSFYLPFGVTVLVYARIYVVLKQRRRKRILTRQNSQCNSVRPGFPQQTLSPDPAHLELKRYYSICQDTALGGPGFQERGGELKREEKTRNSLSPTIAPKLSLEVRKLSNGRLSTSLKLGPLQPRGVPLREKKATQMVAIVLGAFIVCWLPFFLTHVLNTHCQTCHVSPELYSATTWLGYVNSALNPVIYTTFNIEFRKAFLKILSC
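Agonist mode: compounds and dopamine controls were applied to plated cells for 90 min at 37 degrees C after an overnight attachment at 1500 cells/well. Luminescent read-out followed 30 - 60 minutes at room temperature with DiscoveRx detection reagent.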
TDP43 rescue: inhibitors of TDP-43 toxicity in yeast | TDP-43 expressing yeast growth rescue, BacTiter-Glo, 24 h | Potency, µM (highest dose often 46.1 µM), without a hit: top-dose growth rescue (activation), actives largely listed as activators | 1.8% of 410,000 active | AID 652104; note: potency is the fitted concentration of half-maximal effect; % of control where 0% means no effect; nearly all actives have a fitted effect of over 50% in size
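Cell-based yeast growth screen: TDP-43 expression induced in galactose, inoculum OD600=0.02 after raffinose pregrowth to mid-log. Read-out BacTiter-Glo luminescence at 24 hr, 30 deg C; inhibition of toxicity seen as signal increase.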
DRD3 antagonist: antagonists of human D3 dopamine receptor | D3R cells, DiscoveRx beta-arrestin luminescence, antagonist mode; stronger effect = lower value | 2.5% of 360,000 active | max response, negative = inhibition, % | P35462; in the data active = max response below about -50%; inconclusive = no clear call, values can overlap the other calls; note: % is set by controls: 0 for no effect and ±100 for the full control effect; mostly tested at two doses, the higher about 12 µM
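Cells expressing the human receptor were seeded at 1500 cells/well, incubated overnight at 37 degrees C in 5% CO2, then exposed to library compounds with dopamine controls for 90 minutes at 37 degrees C before luminescent detection.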
Abeta rescue: restores growth of yeast expressing A-beta42 peptide; yeast expressing A-beta42, growth rescue, OD600, 48 h; response scale: 0% DMSO, 100% iron-clioquinol control; AID 1347071; 0.063% of 410,000 active; Potency, µM (series often up to 46.1 µM), for the others: top-dose growth rescue, actives largely listed as activators; note: potency is the fitted concentration of half-maximal effect; nearly all actives have a fitted effect of over 55% in size
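Yeast A-beta toxicity model in growth medium with pinned compounds, 48 h at 30 C; growth read as absorbance at 600 nm. Normalized to FeCl3/clioquinol equimolar mix (positive) and DMSO (negative).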
aSyn rescue: rescues yeast growth from alpha-synuclein toxicity; Yeast expressing alpha-synuclein, growth rescue, BacTiter-Glo, 24 h; 0.14% of 370,000 active; Potency, µM (titrated, usually from 46.1 µM), for the others: at the top dose growth rescue (activation), actives largely listed as activators; note: potency is the fitted concentration of half-maximal effect; % of control where 0% means no effect; nearly all actives have a fitted effect of over 65% in size
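Readout is rescue of growth in alpha-synuclein-expressing yeast, so inhibitors of toxicity appear as activators. Growth after 24 hr at 30 deg C in galactose medium is quantified by luminescence.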
EPAC2 ag: activates human EPAC2 exchange factor. EPAC2 activation, biochemical qHTS; response scale: 100% = 6.5 mM cAMP response. Potency, µM (highest dose often 154 µM), inactives show at the top dose activation, hits mostly activators. 0.079% of 360,000 active. AID 720711; note: potency is the fitted concentration of half-maximal effect; nearly all actives have a fitted effect of over 50% in size
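Exchange assay: 100 nM EPAC2 with 250 nM Rap1B-BODIPY-GDP and 50 uM GDP. Fluorescence (ex 480/em 540 nm) read every 5 min for 30 min at room temperature. Data normalized to 6.5 mM cAMP as agonist control.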
EPAC2 antagonist: blocks human EPAC2 exchange factor. EPAC2 GEF exchange of Rap1B-BODIPY-GDP, fluorescence. Potency, µM (series often up to 114 µM), without a hit: at the top dose activity, negative = inhibition, hits mostly inhibitors. 0.18% of 360,000 active. AID 720708; note: potency is the fitted concentration of half-maximal effect; % is set by controls: 0 for no effect and ±100 for the full control effect; nearly all actives have a fitted effect of over 45% in size; many of its hits are not listed in these tables
FUS yeast rescue: suppressors of FUS proteinopathy in yeast. S. cerevisiae FUS-expressing, growth rescue, OD600, 24 h. Potency, µM (highest dose often 76.6 µM), inactives show top-dose growth rescue (activation), usual class: activators. 0.24% of 390,000 active. AID 1347120;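 note: potency is the fitted concentration of half-maximal effect; plate controls were DMSO vehicle for no effect and reference control for full effect; nearly all actives have a fitted effect of over 55% in size; some results filed as inactive show a strong effect at the top dose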
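Quantitative HTS measuring growth restoration of FUS-toxic yeast. Galactose-induced cells (OD 0.005) were exposed 24hr at 30C to compounds at several concentrations, then absorbance at 600 nm was recorded.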
* marks the source's active call; other numbers are inactive results; u = inconclusive; x = not tested or not shown; [ ] = another dose, or the depositor's remark. Unless noted, calls come from the whole dose curve; as a rule, active = well fitted curve in the direction sought with a large enough effect; inconclusive = small, poorly fitted or top-dose-only effect, or another doubt; inactive = no such curve, though single readings can be large; an effect the other way counts as inactive or inconclusive.

SMILES	D3 ag	TDP43 rescue	DRD3 antagonist	Abeta rescue	aSyn rescue	EPAC2 ag	EPAC2 antagonist	FUS yeast rescue
CC(C)CC(=O)Nc1nnc(S(=O)(=O)Nc2ccccc2)s1	-6	-6%	-20	-4%	-7%	9%	-4%	-9%
C/C(=N/N1CCN(Cc2cccc3ccccc23)CC1)c1ccco1	-4	-2%	1	-3%	3%	5%	-6%	-17%
CCOC(=O)C1C(=O)NC(c2ccccc2)=NC1c1ccc(O)c(OC)c1 (stereo not given)	11	-9%	10	-3%	-7%	8%	13%	2%
COc1ccc(S(=O)(=O)c2c(O)c3ccc(C(=O)Nc4ccc(F)cc4)cc3[nH]c2=O)cc1	-7	0%	-5	-4%	-7%	11%	4%	18%
CCC(COC(C)=O)Nc1nc2c([nH]1)c(=O)n(C)c(=O)n2C (stereo not given)	7	-5%	62	12%	5%	5%	1%	-8%
CCN(CC1CCCN(CCc2cccc(OC)c2)C1)C(=O)C=C(C)C (stereo not given)	-17	21%	2	13%	14%	-2%	5%	-17%
Cc1ccccc1-c1noc(-c2ccccc2C(=O)NCC2CCCO2)n1 (stereo not given)	5	15%	23	2%	5%	5%	-9%	-5%
O=C1CC(N2CCN(Cc3ccccc3)CC2)C(=O)N1CCc1ccccc1 (stereo not given)	-6	-13%	20	7%	0%	7%	3%	26%
O=c1cc(NC2CCCCCC2)[nH]c(=O)[nH]1	3	21%	8	18%[9.22 µM]	4%	1%	11%	-31%
COc1cccc(-n2cc(C(=O)NCc3cccc(Cl)c3)c3ccccc3c2=O)c1	-19	18%	x	-7%	x	x	x	25%
Cc1ccc(NC(=O)CN2CCN(C(=O)C3CCCO3)CC2)c(C)c1 (stereo not given)	2	11%	2	5%	0%	2%	15%	11%
Cc1ccc2c(c1)N(CC(=O)Nc1ccccc1C(F)(F)F)C(=O)c1cccnc1O2	-9	10%	x	-18%	x	x	x	42%
COc1ccc(CNC(=O)CSc2nnc(-c3cccnc3)n2N)cc1	5	9%	-6	-11%	0%	16%	6%	34%
CCOC(=O)CNS(=O)(=O)c1cc(-c2nnc(Nc3cccc(O)c3)c3ccccc23)ccc1C	-7	7%	x	-1%	x	x	x	37%
CN(C)S(=O)(=O)c1ccc(Cl)c(C(=O)NCCNC(=O)c2cc(S(=O)(=O)N(C)C)ccc2Cl)c1	-21	4%	12	-8%	1%	2%	15%	-23%
CC(=O)OCCCN1c2ccccc2Nc2nnc(-c3ccccc3)cc21	4	0%	4	-2%	11%	-3%	-1%	17%
CCOC(=O)c1oc2ccccc2c1CSc1nnnn1-c1ccccc1	0	11%	9	22%	0%	0%	-15%	-4%
COc1ccc(C(=O)Cc2ccccc2C(=O)O)cc1	-14	21%	1	2%	19%	3%	16%	x
CCCc1cc(=O)oc2cc(O[C@@H]3O[C@H](CO)[C@@H](O)[C@H](O)[C@H]3O)ccc12	-3	-1%	-23	-17%	-8%	10%	0%	-35%
CN(C)S(=O)(=O)c1ccc2c(c1)nc(CCC(=O)O)n2C	10	-6%	-12	10%	0%	7%	6%	11%
O=c1[nH]c(C2CCN(S(=O)(=O)c3cccc(C(F)(F)F)c3)CC2)nc2c1nnn2Cc1cccc(F)c1	-5	0%	-13	-6%	1%	1%	-10%	u
CC(C)(C)C(=O)CN1CCN(C2c3ccccc3-c3ccccc32)CC1	-6	-9%	16	0%	3%	-35%[inhibitor]	-2%	-8%
CC(C)(C)C(=O)N1NC(=Nc2ccccc2)SC1(C)C	-11	-12%	-21	-14%	-4%	-2%	1%	16%
O=C(NN=C1CCN(Cc2ccccc2)CC1)c1cc2ccccc2cc1O	-2	5%	-12	-3%	-8%	-9%	-5%	x
Clc1ccc(-c2csc(N3CCOCC3)n2)cc1	11	7%	12	9%	-11%	12%	-6%	6%

(further entries)
SMILES	D3 ag	TDP43 rescue	DRD3 antagonist	Abeta rescue	aSyn rescue	EPAC2 ag	EPAC2 antagonist	FUS yeast rescue
O=C(Cc1ccccc1)NCC(=O)N1CCN(c2ccccc2)CC1	2	-12%	1	-16%	0%	3%	1%	5%
Cn1c(COc2ccc(Cl)cc2)nnc1SCc1ncc(-c2ccccc2)o1	1	22µM*	0	-38%[inhibitor]	u	3%	-20%	u
COC(=O)c1c(NS(=O)(=O)c2ccccc2)csc1C	4	6%	7	18%	1%	4%	-1%	0%
O=C1Nc2cc(C(=O)N3CCN(Cc4ccccc4)CC3)ccc2SC1N1CCOCC1 (stereo not given)	-5	-9%	-29	8%	3%	0%[15.6 µM]	2%	-4%
COC(=O)c1cn(NC(=O)c2cc(OC)c(OC)c(OC)c2)c(=O)c2ccccc12	4	-4%	-23	-2%	-4%	13%	-6%	21%
COc1ccc(NC(=O)NC2CC3CCCC(C2)N3Cc2ccccc2)cc1 (stereo not given)	-8	9%	-66*	19%	2%	5%	1%	2%
CCOc1cc(C2Nc3cccc4cccc(c34)N2)ccc1O	-1	u	-4	3%	-3%	7%	-4%	38%
COc1ccc(C)cc1NC(=O)c1cc(S(=O)(=O)N2CCN(c3cccc(C)c3C)CC2)ccc1F	-4	-19%	x	-17%	x	x	x	-6%
O=C(Nc1ccccc1)N1CCn2c(nc3ccccc32)C1	0	-14%	-21	5%	0%	5%	1%	14%
OCCN1CCN(c2nc(N3CCCCC3)nc(N3CCCCC3)n2)CC1	-7	4%	0	-3%	4%	-2%	5%	1%
Cc1ccccc1OCC(=O)OCC(=O)c1c[nH]c2ccccc12	1	u	-11	0%	0%[1.84 µM]	11%	-17%	10%
CC(C)(C)n1c(O)c2n(c1=O)Cc1ccccc1N=C2c1ccccc1	8	33%	30	5%	4%	7%	-19%	-22%
Cc1ccc(C(=O)N2CCc3ccccc32)o1	8	-5%	15	-15%	-11%	9%	-1%	x
Cc1c(C(=O)C(=O)N2c3ccccc3CC2C)c2ccccc2n1C (stereo not given)	-7	u	-12	12%	8%	29%	-18%	15%
Cc1ccc2c(c1)N(C(=O)CCC(=O)NC1CCCCCC1)CC(C)O2 (stereo not given)	1	20%	24	4%	u	-2%	-4%	24%
CCc1ccc(C(=O)OCC(=O)c2c(N)n(CC(C)C)c(=O)n(C)c2=O)cc1	15	-11%[0.397 µM]	-5	7%	5%	-7%	-3%	u
COc1ccc(-n2c(-c3cnccn3)n[nH]c2=S)cc1	-3	-19%	-3	4%	3.5µM*	4%	-2%	16%
CC(NS(=O)(=O)c1ccc2ccccc2c1)c1ccccn1 (stereo not given)	-4	13%	-2	4%	-1%	10%	2%	5%
O=C(OCc1cc2ccccc2[nH]c1=O)c1cccnc1	-3	-13%	17	4%	0%	0%	9%	14%
CCN1CCN(Cc2c(O)ccc3cc(-c4ccc(OC)cc4)c(=O)oc23)CC1	-1	-5%[9.22 µM]	x	-14%	x	x	x	3%
O=C(CN1CCN(C(=O)CNC(=O)c2ccc(N3CCCC3=O)cc2)CC1)Nc1cccc(F)c1	-2	3%	0	0%	1%	8%	-4%	-37%
Cc1ccccc1OCC(=O)Nc1ccccc1-c1ccccc1	4	17%	11	-15%	-2%	22%	u	u
COc1cc(/C=N/NC(=O)C(=O)N2CCCC2)ccc1O	15	4%	-18	-5%	-10%	1%	11%	11%
Cc1ccc(O)c(Nc2nc(-c3ccccc3)nc3ccccc23)c1	-8	-22%	-6	-16%	-7%	21%	-6%	25%
O=C1CC(c2ccccc2)CC(O)=C1C=Nc1ccc(Cl)cc1 (stereo not given)	-5	-44%	u	-18%	-4%	-1%	1%[57.1 µM]	7%

Additional structures follow:
SMILES	D3 ag	TDP43 rescue	DRD3 antagonist	Abeta rescue	aSyn rescue	EPAC2 ag	EPAC2 antagonist	FUS yeast rescue
COCCCNC(=O)C(C#N)c1nc2ccccc2nc1N1CCN(Cc2ccccc2)CC1 (stereo not given)	-18	-12%	-8	-1%	-22%	-48%[inhibitor]	79µM*	13%
CCOC(=O)c1c(NC(=O)c2ccc(Cl)s2)sc(C)c1C	0	14%	0	-1%	-1%	-8%	4%	-22%
Cc1cccc(N2C(=O)NC3(CCCCC3)C2=O)c1	2	19%	5	19%	-13%	8%	13%	6%
CCOC(=O)C1=C(C)Nc2sc(C(=O)c3ccc(C)cc3)c(N)c2C1c1ccc(C(=O)OC)cc1 (stereo not given)	-15	1%	-13	-12%	1%	1%	-5%	43%
Nc1cc(=O)[nH]c(=O)n1CCCc1ccccc1	5	x	-7	4%	-5%	1%	2%	18%
CCOc1ccccc1N1CCN(C(=O)c2c(-c3c(F)cccc3Cl)noc2C)CC1	4	2%	40	13%	6%	2%	-4%	27%
CC(NC(c1ccccc1)c1ccccc1)C(=O)N1CCCc2ccccc21 (stereo not given)	-6	-12%	-10	-11%	3%	17%	-28%	-14%
CCN(CC)c1ccc(/C=N/NC(=O)Nc2ccccc2)cc1	-6	25%	-9	-14%	14%	2%	1%	-27%
CCOC(=O)c1ccc(N=C2C(=S)N(c3ccc(C(=O)OCC)cc3)C(=N)N2/N=C/c2ccccc2)cc1	1	0%	-30	-2%	1%	-2%	-28%	28µM*
O=C1C(=O)N(CCCN2CCOCC2)C(c2ccc([N+](=O)[O-])cc2)/C1=C(\O)c1ccc2c(c1)OCCO2 (stereo not given)	-12	-3%	u	-15%	-11%	4%	-4%	38%
O=C(CN1C(=O)CSc2ncccc21)N1CCOCC1	-5	18%	7	12%	14%	6%	-7%	-22%
COc1ccc(-c2cn3nc(N4CCC(C(=O)Nc5cccc(C)c5C)CC4)sc3n2)cc1	6	7%	x	-10%	x	x	x	2%
CC(C)c1ccc(N2C(=O)CSC23C(=O)N(Cc2ccccc2)c2ccccc23)cc1 (stereo not given)	-11	0%	x	-13%	-1%	x	x	-22%
Cc1ccc(NC(=O)c2cc(S(=O)(=O)N3CCC4(CC3)OCCO4)ccc2F)cc1	-18	-18%	-14	-16%	1%	7%	3%	31%

The list is partial. The share of hits here may be higher or lower than overall.
